D1 agonist: Allosteric Agonists of the Human D1 Dopamine Receptor: qHTS; D(1A) dopamine receptor (Homo sapiens), P21728; HEK293 T-REx D1 cells, calcium flux, agonist mode; activation, % at 2 µM; 360,000 tested, 1% active; in the data active = activation above about 30%; also: 0% is about no effect
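Agonism was scored from calcium flux recorded over 180 s (1 read/s) after pintool compound addition, following a 10-cycle baseline. Cells were inducible force-coupled HEK293 TREx D1, plated overnight at 30 C and loaded with no-wash calcium dye.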
Vif-APOBEC3F blk: qHTS for Inhibitors of Vif-A3F Interactions: qHTS | AID 602313, 2012 | Potency, µM (titrated, usually from 46.1 µM), without a hit: at the top dose activity, negative = active | HeLa A3F-eYFP + Vif (tagged APOBEC3F with the HIV-1 protein that degrades it), YFP fluorescence increase | 390,000 tested, 0.2% active; also: potency is read from the fitted curve at half-maximal effect; % of control where 0% means no effect; nearly all actives have a fitted effect of over 65% in size
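HeLa cells stably expressing Vif plus C-terminally eYFP-tagged A3F were seeded, incubated overnight at 37 deg C, dosed with compound, incubated overnight again at 37 deg C. Yellow fluorescence (Ex 488/Em 500-530) reported blocked Vif-mediated A3F-eYFP degradation.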
Vif-APOBEC3G blk: qHTS for Inhibitors of Vif-A3G Interactions: qHTS; DNA dC->dU-editing enzyme APOBEC-3G (Homo sapiens), Q9HC16; HeLa A3G-eYFP + Vif (tagged APOBEC3G with the HIV-1 protein that degrades it), YFP fluorescence, overnight; Potency, µM (top dose mostly 46.1 µM), for inactives: at the top dose activity, negative = active, hits mostly inhibitors; 410,000 tested, 0.076% active; AID 602310, 2012;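 also: potency is read from the fitted curve at half-maximal effect; % is scaled to controls: 0 for no effect and ±100 for the full control effect; nearly all actives have a fitted effect of over 60% in size; hits raise eYFP signal because A3G escapes Vif-driven loss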
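Read-out is eYFP fluorescence (Ex 488/Em 500-530) from Vif-expressing HeLa A3G-eYFP cells; more signal means A3G escaped Vif-mediated degradation. Cells plated overnight, compound pinned in, incubated overnight at 37 deg C.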
RXFP1 antagonist: qHTS Assay for Antagonists of the Relaxin Receptor RXFP1; Relaxin receptor 1 (Homo sapiens), Q9HBX9; HEK293-RXFP1, relaxin-stimulated cAMP HTRF, 30 min; hits give low values; activity change, negative = inhibition, % at 57.5 µM; 350,000 tested, 0.59% active; AID 1259400, 2018;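 active = activity change of -60% or lower, but not beyond a set lower limit; inconclusive = change between -60% and -40%, or beyond the set limit; inactive = change above -40%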; also: % is scaled to controls: 0 for no effect and ±100 for the full control effect
Target sequence (Q9HBX9 whole entry, looked up): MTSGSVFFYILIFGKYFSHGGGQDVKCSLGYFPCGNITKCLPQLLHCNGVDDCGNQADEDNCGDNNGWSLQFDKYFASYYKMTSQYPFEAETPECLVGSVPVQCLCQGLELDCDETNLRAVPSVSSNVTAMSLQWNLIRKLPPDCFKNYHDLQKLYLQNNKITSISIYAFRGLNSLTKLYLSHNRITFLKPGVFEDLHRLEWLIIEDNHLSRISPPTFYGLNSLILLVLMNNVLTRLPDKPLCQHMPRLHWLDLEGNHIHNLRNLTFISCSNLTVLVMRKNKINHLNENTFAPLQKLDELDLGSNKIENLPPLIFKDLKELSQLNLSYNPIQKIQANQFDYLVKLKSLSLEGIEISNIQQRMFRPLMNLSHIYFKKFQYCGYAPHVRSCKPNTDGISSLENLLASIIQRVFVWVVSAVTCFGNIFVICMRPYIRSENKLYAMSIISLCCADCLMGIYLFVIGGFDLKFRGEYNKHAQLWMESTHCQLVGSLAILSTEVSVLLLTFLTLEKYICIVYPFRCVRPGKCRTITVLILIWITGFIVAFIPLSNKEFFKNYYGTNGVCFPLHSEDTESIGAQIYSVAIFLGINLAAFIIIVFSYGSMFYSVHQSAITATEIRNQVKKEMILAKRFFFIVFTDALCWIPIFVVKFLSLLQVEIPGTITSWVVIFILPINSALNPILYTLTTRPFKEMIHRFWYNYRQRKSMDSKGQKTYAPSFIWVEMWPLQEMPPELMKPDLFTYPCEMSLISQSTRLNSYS
D1 antagonist: Antagonist of Human D 1 Dopamine Receptor: qHTS. D(1A) dopamine receptor (Homo sapiens), P21728. HEK293 TREx D1 cells, calcium flux, dopamine EC80; hits give low values. activity change, negative = inhibition, % at 10 µM. 360,000 tested, 3.2% active; in the data active = activity change below about -30%; also: % is scaled to controls: 0 for no effect and ±100 for the full control effect
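Calcium flux readout: force-coupled, inducible Hek293 Trex D1 line, cells induced overnight at 30 C with tetracycline, dye-loaded 30–90 min at RT. Antagonism scored against EC80 dopamine challenge given 180 s after compound.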
D1 PAM: Potentiators of Human D1 Dopamine Receptor: qHTS; D(1A) dopamine receptor (Homo sapiens), P21728; HEK293 TREx D1 cells, calcium flux, dopamine EC20 potentiation; potentiation, % at 10 µM; 360,000 tested, 0.036% active; AID 504651, 2011; in the data active = potentiation above about 30%; also: 0% is about no effect
RXFP1 agonist: qHTS Assay for Agonists of the Relaxin Receptor RXFP1; Relaxin receptor 1 (Homo sapiens), Q9HBX9; HEK293T-RXFP1 cAMP TR-FRET, 30 min; response scale: percent of porcine relaxin response, buffer zero; Potency, µM (series often up to 57.5 µM), inactives show at the highest dose activation, usual class: activators; 370,000 tested, 0.3% active; also: potency is read from the fitted curve at half-maximal effect; % is scaled to controls: 0 for no effect and ±100 for the full control effect; nearly all actives have a fitted effect of over 60% in size; many of its hits are not listed in these tables
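Agonist response is measured as cAMP accumulation in an RXFP1-transfected HEK293T line under PDE4 inhibition. Values are scaled between buffer-only and 29 nM porcine relaxin, and EC50s come from standard Hill equation fits.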
GRP78 ERSR act: qHTS for Inducers of the Endoplasmic Reticulum Stress Response (ERSR) in Human Glioma: qHTS. U87-MG GRP78 promoter luciferase reporter, 16 h. Potency, µM, for inactives: at the top dose activation, hits mostly activators. 420,000 tested, 0.02% active; also: potency is read from the fitted curve at half-maximal effect; series mostly up to about 76 µM; % of control where 0% means no effect; nearly all actives have a fitted effect of over 35% in size
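ERSR induction read as luciferase luminescence (Bright-Glo, 10 min at room temperature) in stably transfected human U87-MG glioma cells exposed to compounds for 16 h, using GRP78 as sensor.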
D2 potentiator: HTS Assay for Positive Allosteric Modulators of the Human D2 Dopamine Receptor: Primary Screen for Potentiators; D(2) dopamine receptor (Homo sapiens), P14416; HEK293 T-REx D2, calcium flux, EC20 dopamine potentiation; potentiation, % at 10 µM; 340,000 tested, 0.34% active; AID 485347, 2010;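 active = potentiation over 3 SD above the plate norm, cut at about 30% in these data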; also: 0% is about no effect
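Primary screen. Calcium kinetics in induced HEK293 T-REx D2 cells: compound pre-addition 180 s, EC20 dopamine, 180 s more.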
* marks the source's active call; other numbers are inactive results; ? = inconclusive; · = no result given; & = joins results of further samples. Unless noted, calls follow the shape of the dose curve; as a rule, active = well fitted curve in the direction sought with a large enough effect; inconclusive = small, poorly fitted or top-dose-only effect, or another doubt; inactive = no such curve, though single readings can be large; an effect the other way counts as inactive or inconclusive. This is a subset (hit frequency here may not be typical).

Compound,D1 antagonist,D1 PAM,D2 potentiator,GRP78 ERSR act,Vif-APOBEC3G blk,D1 agonist,Vif-APOBEC3F blk,RXFP1 agonist,RXFP1 antagonist
COc1ccccc1CCNC(=O)c1cnccn1,-6,-12,9,1%,-5%,1,-1%,-0.4%,7
CCc1ccc(CNC(=O)CSc2c3c(nc4ccc(Cl)cc24)CCCC3)cc1,17,3,6,-4%,-1%,6,1%,?,0
CC1(C(=O)OCC(=O)Nc2ncc(Cl)cc2Cl)CC1(Cl)Cl (configuration not stated),6,-4,-3,-1%,0%,3,-18%,-0.8%,-6
CC1CN(Cc2ccc(C#N)cc2Cl)CC(C)O1 (configuration not stated),7,-1,10,-1%,0%,6,2%,1.7%,-27
COc1ccc(S(=O)(=O)c2c(Nc3cccc(Cl)c3)sc(C(=O)c3ccccc3)c2N)cc1,-74*,1,17,?,-6%,76*,-3%,-0.4%,-5
CC(C)C(=O)Nc1ccc2c3c(cccc13)CC2,8,-4,-5,-3%,-5%,3,2%,0.9%,·
CC(C)(C)SCCNC(=O)/C=C/c1ccc(F)cc1,-8,-3,2,5%,0%,1,4%,0.7%,4
COc1ccccc1CNC(=O)CN1C(=O)c2cccnc2Oc2ccccc21,-22,-1,-3,·,·,1,·,-2.3%,6
COc1cccc(NC(=O)CSc2c3c(nc4ccccc24)CCCC3)c1,8&9,3&2,1&-1,-9%&-10%,?,-1&-1,-4%&-4%,17%&5.9%,-1&7
O=C(CCc1nnc2ccc(N3CCCC3)nn12)Nc1cc(F)ccc1F,7,13,0,-6%,-1%,2,1%,9.1%,4
O=C(O)c1ccc(NCc2ccc3c(c2)OCO3)cc1,-6,0,11,5%,2%,0,5%,-0.1%,-5
Cc1ccc(Oc2ccc(C=O)cn2)cc1,-8,-3,5,-1%,0%,1,1%,0.8%,0
COc1ccc(OC)c(NC(=O)Cn2ncc3c2-c2ccccc2OC3)c1,1,0,-4,-1%,0%,2,-18%,-1.6%,·
COCCn1ccc2c(OCC(=O)NCc3ccccc3)cccc2c1=O,2,-2,-14,-3%,-2%,1,9%,-1.0%,-11
COC(=O)c1sc(S(=O)(=O)NCC(=O)O)c(C(=O)OC)c1C,25,-2,-10,1%,1%,1,19%,24%,1
NC(=O)CSc1oc(-c2ccco2)nc1S(=O)(=O)c1ccccc1,7,2,2,-5%,0%,5,1%,-1.3%,0
N#C/C(=C\c1cccnc1)C(=O)Nc1ccc(C(=O)O)cc1,-8,-4,14,-1%,-8%,1,2%,0.7%,3
CCOc1ccc(S(=O)(=O)N2CCN(C(=S)NC3CC3)CC2)cc1,-18,-4,·,-4%,0%,13,12%,0.7%,-14
COC(=O)c1c(NS(=O)(=O)c2ccc(C)cc2)sc2c1CCC(C)C2 (configuration not stated),-4,-3,7,-1%,0%,2,-2%,-3.8%,-21
CCCCN(CCCNC(=O)Cn1ncc2ccsc2c1=O)Cc1ccccc1,-7,1,20,-1%,-4%,0,1%,1.4%,-2

As a working copy, 9 of the compounds above:
Compound,D1 antagonist,D1 PAM,D2 potentiator,GRP78 ERSR act,Vif-APOBEC3G blk,D1 agonist,Vif-APOBEC3F blk,RXFP1 agonist,RXFP1 antagonist
Cc1ccc(Oc2ccc(C=O)cn2)cc1,-8,-3,5,-1%,0%,1,1%,0.8%,0
COc1ccc(OC)c(NC(=O)Cn2ncc3c2-c2ccccc2OC3)c1,1,0,-4,-1%,0%,2,-18%,-1.6%,·
COCCn1ccc2c(OCC(=O)NCc3ccccc3)cccc2c1=O,2,-2,-14,-3%,-2%,1,9%,-1.0%,-11
COC(=O)c1sc(S(=O)(=O)NCC(=O)O)c(C(=O)OC)c1C,25,-2,-10,1%,1%,1,19%,24%,1
NC(=O)CSc1oc(-c2ccco2)nc1S(=O)(=O)c1ccccc1,7,2,2,-5%,0%,5,1%,-1.3%,0
N#C/C(=C\c1cccnc1)C(=O)Nc1ccc(C(=O)O)cc1,-8,-4,14,-1%,-8%,1,2%,0.7%,3
CCOc1ccc(S(=O)(=O)N2CCN(C(=S)NC3CC3)CC2)cc1,-18,-4,·,-4%,0%,13,12%,0.7%,-14
COC(=O)c1c(NS(=O)(=O)c2ccc(C)cc2)sc2c1CCC(C)C2 (configuration not stated),-4,-3,7,-1%,0%,2,-2%,-3.8%,-21
CCCCN(CCCNC(=O)Cn1ncc2ccsc2c1=O)Cc1ccccc1,-7,1,20,-1%,-4%,0,1%,1.4%,-2

More results follow.
Compound,D1 antagonist,D1 PAM,D2 potentiator,GRP78 ERSR act,Vif-APOBEC3G blk,D1 agonist,Vif-APOBEC3F blk,RXFP1 agonist,RXFP1 antagonist
COc1ccc(NC(=O)CSc2nc(C)cs2)cc1OC,-14,-7,0,-2%,-4%,1,0%,1.3%,-1
COCCn1c(SCC(=O)N2CCCCCC2)nnc1-c1ccco1,1,-5,7,-3%,2%,1,-10%,2.0%,-19
C/C(=N\NC(=O)CNC(=O)c1ccccc1Br)c1ccco1,-5,-2,-4,0%,0%,-2,2%,-2.6%,-5
c1ccc(-n2nnnc2Oc2cccc3cccnc23)cc1,2,-12,-2,-5%,-1%,3,2%,-0.3%,14
COc1ccccc1OCC(=O)N1CCN(C(=O)c2ccco2)CC1,14,-4,-3,-3%,4%,2,?,-2.6%,-4
COCCCNC(=O)C1CCN(c2ccc(N3CCOCC3)nn2)CC1,-25,-3,-6,-2%,0%,1,-12%,-2.2%,5
CCOc1nc(-c2ccc(Cl)cc2Cl)ccc1C#N,-7,-7,-8,-4%,-5%,5,0%,1.6%,-17
Cc1ccc(C(=O)NC(NC(=S)Nc2ccc(S(N)(=O)=O)cc2)C(Cl)(Cl)Cl)cc1 (configuration not stated),-18,-7,-4,-7%,-8%,6,-3%,1.1%,-17
COc1ccc(-c2[nH]ncc2CN2CCC(OCc3ccccn3)CC2)c(F)c1,-7,-2,-8,-4%,3%,3,6%,1.5%,-3
Cc1cc(C)c(Cn2c(C)c(CNCCCc3ccccc3)c(C(=O)O)c2C)c(C)c1,8,-2,1,-3%,0%,2,4%,-0.5%,-36
C/C(=N/NC(=O)c1cc2ccccc2cc1O)c1ccco1,-2,-8,-21,1%,1%,2,-21%,8.3%,-13
Cc1c(NC(=O)c2ccc(Cl)nc2)cccc1-c1nc2cccnc2s1,-21,3,-7,-2%,3%,9,5%,0.0%,-29
O=S(=O)(CCS(=O)(=O)c1ccccc1)c1ccccc1,·,·,·,-4%,-2%,·,10%,·,-19
Cc1oc(C)c2c(=O)cc(-c3ccc4c(c3)OCO4)cc(OC(=O)c3cccc(Br)c3)c12,0,-2,6,-4%,4%,3,5%,-0.3%,-10
Cc1onc(-c2c(F)cccc2Cl)c1C(=O)Nc1cc(S(=O)(=O)N2CCCCC2)ccc1O,·,·,·,-4%,-3%,·,1%,·,-6
CC(c1nnc(SCn2nnc3ccccc3c2=O)n1-c1ccc(Cl)cc1)N(C)C (configuration not stated),-13,0,-10,-3%,-3%,1,-1%,2.6%,-11
Cc1noc(C)c1CSCC(=O)Nc1cc(S(C)(=O)=O)ccc1Cl,10,1,-2,-3%,0%,3,4%,0.0%,-3
N#Cc1nc(Cl)c(Cl)c(NN)c1Cl,-10,-7,-3,-6%,-5%,2,-7%,-3.1%,2
CC(=O)c1cccc(-n2c(=O)c3c4c(sc3n(CC(=O)c3ccccc3)c2=O)CN(C(C)=O)CC4)c1,-1,-3,2,-1%,-1%,1,3%,-0.1%,·
O=C(c1ncn2c1c(=O)[nH]c1ccccc12)N1CCc2ccccc2C1,·,·,·,-3%,-3%,·,-19%,·,-6
CCC1(O)CCCC2C3CCC4CC(=O)CCC4(C)C3C(=O)CC21C (configuration not stated),·,·,·,1%,2%,·,5%,·,5
COc1ccc2c(CNCCc3ccco3)c(C(=O)O)n(Cc3ccccc3)c2c1,-2,-2,-4,0%,-2%,4,-8%,2.8%,·
CC1(C)Cc2c(sc3ncn4nc(CCC(=O)O)c(=O)nc4c23)CO1,2,3,-4,-4%,4%,2,0%,19%,11
CC(=O)Nc1ccc(N(C(=O)c2ccco2)C(C(=O)NC2CCCC2)c2ccc(N(C)C)cc2)cc1 (configuration not stated),-1,-2,-12,-3%,1%,3,2%,3.0%,1
N=c1c2c(n(Cc3ccccc3)c3c1CCC3)CCC2,-13,-8,7,-8%,-1%,2,-5%,0.2%,-16
Cc1ccc(C(=O)NCc2ccccn2)cc1S(=O)(=O)N1CCCCC1,-12,-3,-6,-3%,0%,3,2%,3.3%,-6
Cc1ccsc1CN(C)C(=O)C1CCC(=O)N(CCc2cccc(F)c2)C1 (configuration not stated),12,-5,-3,?,-3%,3,5%,1.4%,-7
CC(=O)NS(=O)(=O)c1ccc(NC(=S)Nc2ccccc2)cc1,-3,-2,15,-4%,1%,2,0%,2.3%,5
CCOc1ccc(OCCSc2nnnn2-c2ccccc2)cc1,-10,-8,-5,7%,1%,13,0%,0.1%,7
Cc1ccc(Nc2nc3ccccc3n3cnnc23)cc1Cl,-2,-4,-1,3%,-12%,4,-2%,7.1%,-13

High-throughput results from PubChem BioAssay.
